Source: PubChem BioAssay (several laboratories)
Mtb UGM inh: blocks M. tuberculosis UGM enzyme. P9WIQ1. inhibition, % at 10 µM. purified UGM, fluorescence polarization probe displacement. actives 0.06% (n = 320,000); in the data active = inhibition above about 10%, passing the limit was not always enough
GDH-TPI inh: GDH-TPI coupled enzyme inhibition counter-screen; actives 1.2% (n = 360,000); inhibition, % at 4.8 µM; GDH-TPI coupled enzyme counterscreen, NADH absorbance; AID 588335; in the data active = inhibition above about 30%;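 also: 0% = DMSO wells and 100% = wells lacking the enzyme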
Yp Topo-I inh: inhibitors of Yersinia pestis topoisomerase I; actives 0.064% (n = 360,000); Y. pestis Topo-I cleavage product accumulation, plate reader; AID 504884; activity, % at 10 µM; in the data active = activity above about 50%, passing the limit was not always enough; also: inactives centre near 2
Mtb FBA inh: Mtb fructose-bisphosphate aldolase inhibition | P9WQA3 | purified M. tuberculosis FBA, fluorescence read-out | inhibition, % at 1 µM | actives 2.3% (n = 360,000) | AID 588726; in the data active = inhibition above about 27%;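 also: 0% = vehicle and 100% = reference inhibitor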
BioA inh: blocks M. tuberculosis BioA enzyme activity; purified M. tuberculosis BioA enzyme, plate reader; inhibition, % at 9.99 µM; actives 0.096% (n = 360,000); AID 602481; in the data active = inhibition above about 40%
Vc quorum ag: inducers of Vibrio cholerae quorum light production without autoinducers. V. cholerae BH1578 lux reporter, luminescence, 6 h. activation, % at 18.7 µM. actives 0.16% (n = 350,000). AID 588436; in the data active = activation mostly above about 9.7%, no sharp cut-off; also: not every result past the cut was called active; inactives centre near 0; reference of the scale not given here
FadD28 binding: blocks FadD28 binding to the bisubstrate probe; fluorescence polarization; inhibition, % at 12.5 µM; actives 0.22% (n = 360,000); AID 588549; in the data active = inhibition above about 8.5%, passing the limit was not always enough
PfHsp40 yeast: compounds rescuing yeast from Plasmodium falciparum HSP40 toxicity | AID 504582 | S. cerevisiae expressing PfHsp40, growth rescue, ATP luminescence | growth rescue, % at 12.5 µM | actives 0.68% (n = 340,000); in the data active = growth rescue above about 28%, passing the limit was not always enough;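 also: yeast W303a lacking pdr1 and pdr3 grown in galactose medium; growth measured after three days at 30 °C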
TcdB GH inh: blocks C. difficile toxin B glycohydrolase activity; actives 0.24% (n = 350,000); inhibition, % at 9.99 µM; TcdB glycohydrolase enzymatic assay, plate reader; in the data active = inhibition above about 10%
Target sequence (P18177 whole entry, looked up): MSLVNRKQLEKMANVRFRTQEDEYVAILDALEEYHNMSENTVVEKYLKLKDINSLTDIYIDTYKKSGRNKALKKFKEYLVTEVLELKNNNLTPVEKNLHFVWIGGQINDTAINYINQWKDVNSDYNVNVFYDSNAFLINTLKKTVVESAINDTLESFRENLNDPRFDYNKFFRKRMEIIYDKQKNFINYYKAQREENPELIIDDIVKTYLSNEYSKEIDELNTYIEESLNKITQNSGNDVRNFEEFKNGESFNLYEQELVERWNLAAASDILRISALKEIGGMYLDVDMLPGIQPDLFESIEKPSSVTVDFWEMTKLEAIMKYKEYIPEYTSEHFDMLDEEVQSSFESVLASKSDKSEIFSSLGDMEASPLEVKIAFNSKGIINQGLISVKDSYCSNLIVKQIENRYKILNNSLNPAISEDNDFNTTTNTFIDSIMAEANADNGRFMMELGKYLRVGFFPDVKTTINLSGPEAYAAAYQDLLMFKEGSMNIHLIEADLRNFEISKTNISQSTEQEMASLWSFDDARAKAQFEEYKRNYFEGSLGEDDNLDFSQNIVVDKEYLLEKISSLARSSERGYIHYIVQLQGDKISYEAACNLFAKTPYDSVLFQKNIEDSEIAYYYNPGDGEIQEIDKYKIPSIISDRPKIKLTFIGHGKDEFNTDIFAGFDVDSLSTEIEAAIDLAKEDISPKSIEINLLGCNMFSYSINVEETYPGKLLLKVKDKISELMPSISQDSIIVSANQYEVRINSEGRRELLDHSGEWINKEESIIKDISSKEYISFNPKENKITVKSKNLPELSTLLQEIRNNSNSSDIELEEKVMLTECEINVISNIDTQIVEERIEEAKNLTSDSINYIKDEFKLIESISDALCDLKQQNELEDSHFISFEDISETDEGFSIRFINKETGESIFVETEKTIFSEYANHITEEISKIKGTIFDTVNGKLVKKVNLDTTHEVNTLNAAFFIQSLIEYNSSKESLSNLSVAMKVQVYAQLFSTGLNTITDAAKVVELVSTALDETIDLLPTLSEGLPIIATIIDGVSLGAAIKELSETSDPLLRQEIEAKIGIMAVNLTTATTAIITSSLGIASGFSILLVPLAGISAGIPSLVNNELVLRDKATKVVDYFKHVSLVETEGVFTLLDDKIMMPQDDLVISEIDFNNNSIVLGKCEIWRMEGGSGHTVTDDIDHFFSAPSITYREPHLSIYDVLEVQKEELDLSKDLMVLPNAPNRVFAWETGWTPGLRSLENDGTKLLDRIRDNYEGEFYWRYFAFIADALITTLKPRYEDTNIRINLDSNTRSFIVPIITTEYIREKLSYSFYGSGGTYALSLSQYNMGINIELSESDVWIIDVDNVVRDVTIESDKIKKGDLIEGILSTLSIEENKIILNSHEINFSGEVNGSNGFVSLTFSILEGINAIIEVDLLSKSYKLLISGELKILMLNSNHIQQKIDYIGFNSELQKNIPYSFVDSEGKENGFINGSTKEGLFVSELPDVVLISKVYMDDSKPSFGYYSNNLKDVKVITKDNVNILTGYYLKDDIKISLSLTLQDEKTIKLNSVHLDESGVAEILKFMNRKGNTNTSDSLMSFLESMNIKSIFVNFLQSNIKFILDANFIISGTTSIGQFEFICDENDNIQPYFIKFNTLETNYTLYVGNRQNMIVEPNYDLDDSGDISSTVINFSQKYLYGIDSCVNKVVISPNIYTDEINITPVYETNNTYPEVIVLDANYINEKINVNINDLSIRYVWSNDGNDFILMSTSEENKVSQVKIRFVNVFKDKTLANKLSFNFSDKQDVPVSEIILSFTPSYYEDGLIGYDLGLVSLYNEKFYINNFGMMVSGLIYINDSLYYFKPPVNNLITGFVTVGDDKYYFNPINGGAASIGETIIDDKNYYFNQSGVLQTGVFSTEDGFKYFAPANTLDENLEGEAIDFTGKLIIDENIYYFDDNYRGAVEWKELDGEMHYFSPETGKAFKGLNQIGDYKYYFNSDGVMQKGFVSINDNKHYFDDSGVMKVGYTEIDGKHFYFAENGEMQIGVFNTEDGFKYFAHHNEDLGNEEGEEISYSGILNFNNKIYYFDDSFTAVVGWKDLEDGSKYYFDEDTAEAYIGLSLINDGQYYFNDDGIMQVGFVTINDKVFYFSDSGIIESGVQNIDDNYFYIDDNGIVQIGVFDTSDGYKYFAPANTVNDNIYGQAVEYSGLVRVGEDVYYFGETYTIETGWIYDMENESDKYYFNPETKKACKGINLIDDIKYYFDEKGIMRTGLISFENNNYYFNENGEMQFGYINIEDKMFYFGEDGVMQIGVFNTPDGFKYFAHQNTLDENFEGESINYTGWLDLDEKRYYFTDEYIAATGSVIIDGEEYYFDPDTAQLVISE
* hit, by the source's call; i = inactive; . = not tested or not shown.

SMILES	Mtb UGM inh	GDH-TPI inh	Yp Topo-I inh	Mtb FBA inh	BioA inh	Vc quorum ag	FadD28 binding	PfHsp40 yeast	TcdB GH inh
COc1ccc(S(=O)(=O)Nc2ccccc2C)cc1	-3.5	2	1	0	-0.4	3.7	-0.8	0.7	.
CC(=O)C1C(c2cccc(Oc3ccccc3)c2)NC(=O)NC1(O)C(F)(F)F (stereo not drawn)	-3.1	-1	-2	0	-1.4	i	-3.4	2.3	0.9
N#CCC(=O)Nc1ncn(Cc2ccccc2Cl)n1	0.5	8	3	1	-0.4	i	-5.1	1.0	.
CN(C)C(=O)CNc1ccn2nc(-c3cccc(Cl)c3)cc2n1	.	2	4	13	-0.6	-1.2	-7.2	.	1.6
C=C[C@@H]1c2cc(C)ccc2N(S(=O)(=O)c2ccc(C)cc2)[C@H](c2ccccc2)C1(C#N)C#N	2.0	9	-3	1	0.0	i	-2.1	0.1	0.8
O=C(N/N=C/c1ccccc1Cl)c1n[nH]c2c1CCCC2	-4.4	2	6	4	.	-0.2	-2.3	-1.8	-0.1
C[C@@H]1CN(S(=O)C(C)(C)C)[C@@H](CCO)/C1=C\CCO (stereo partly drawn)	.	-6	-7	2	-0.3	i	1.4	0.1	-1.2
COc1ccccc1NC(=O)c1sc2nc3n(c(=O)c2c1C)CCC3	2.6	9	-3	3	-0.3	i	-2.5	0.2	1.7
COc1cc(C(=O)NC2CC3CCCC(C2)N3CC(=O)Nc2ccccc2)cc(OC)c1OC (stereo not drawn)	-1.8	10	14	1	0.6	3.7	-4.8	-0.3	.
COc1ccc(CC(=O)Oc2ccc(C)cc2C)cc1	1.0	3	7	2	-1.0	i	-0.2	0.7	0.2
O=C(CCN1CCCC1=O)NC1CCCc2c1cnn2-c1ccccc1F (stereo not drawn)	-6.5	-7	-3	-1	-0.3	-0.6	-0.1	0.2	-4.8
COc1ccc(CCNc2oc(-c3ccc(C)cc3)nc2C#N)cc1OC	-2.8	8	16	51*	2.5	-0.2	-0.2	0.8	-1.9
CCOC(=O)c1cc2c(=O)[nH]c(C(Cl)(Cl)Cl)nc2o1	2.5	2	6	1	.	0.5	-3.0	0.3	0.3
NC(=O)CSc1nnc(-c2ccncc2)o1	-2.6	5	-2	4	.	i	-1.7	-2.0	0.4
O=C(NC1CC1)c1sc2cc(F)ccc2c1Cl	-0.9	2	3	5	-3.4	-0.5	0.8	-0.4	-0.5
CCCS(=O)(=O)c1ccc(COC(=O)c2cccc(NC(=O)C(C)C)c2)cc1	-1.4	4	1	-1	.	-0.4	-2.7	-0.5	1.6
CC(C)CCNc1nc2ccccc2nc1NS(=O)(=O)c1cccs1	-0.5	25	15	4	2.4	-0.6	-0.2	0.2	0.5
Cc1nc2ccc(NC(=O)CSc3nnc(C)s3)cc2[nH]1	-1.9	-10	0	-1	.	i	.	1.0	0.7
O=C1NCCN(Cc2ccc(Cl)c(F)c2)C1CC(=O)N1CCc2ccccc2C1 (stereo not drawn)	3.1	-2	13	1	1.2	-0.2	-2.8	-1.4	0.6
CN(C)CCOC(=O)c1sc2ccccc2c1Cl	-1.6	3	0	0	0.4	-0.4	-0.6	0.4	0.7
CC[C@H](C)[C@@H](N)C(=O)NC[C@H]1O[C@@H](n2cnc3c(=O)[nH]c(N)nc32)[C@H](O)[C@@H]1O	.	.	.	1	-0.4	.	-2.2	.	1.5
COC(=O)c1c(C)[nH]c(C(=O)COC(=O)CCNS(=O)(=O)c2cccc(C(F)(F)F)c2)c1C	-0.3	6	16	4	-2.4	-0.6	.	-0.9	-4.3
CN(C)c1ccc(C(=O)N=c2sccn2C)cc1[N+](=O)[O-]	0.9	38*	2	-4	-0.2	i	-4.7	0.5	-0.5
O=C(O)c1ccccc1-c1ccccc1C(=O)NCc1cccc(C(F)(F)F)c1	0.0	0	-10	4	.	-0.5	-2.0	-0.3	-0.2
Cc1ccc(C)c(S(=O)(=O)N2CCN(c3ncccn3)CC2)c1	1.8	12	15	0	.	1.0	-2.1	2.5	0.1

Reprinted at random: 6 records from the list.
SMILES	Mtb UGM inh	GDH-TPI inh	Yp Topo-I inh	Mtb FBA inh	BioA inh	Vc quorum ag	FadD28 binding	PfHsp40 yeast	TcdB GH inh
CCCS(=O)(=O)c1ccc(COC(=O)c2cccc(NC(=O)C(C)C)c2)cc1	-1.4	4	1	-1	.	-0.4	-2.7	-0.5	1.6
COC(=O)c1c(C)[nH]c(C(=O)COC(=O)CCNS(=O)(=O)c2cccc(C(F)(F)F)c2)c1C	-0.3	6	16	4	-2.4	-0.6	.	-0.9	-4.3
CCOC(=O)c1cc2c(=O)[nH]c(C(Cl)(Cl)Cl)nc2o1	2.5	2	6	1	.	0.5	-3.0	0.3	0.3
NC(=O)CSc1nnc(-c2ccncc2)o1	-2.6	5	-2	4	.	i	-1.7	-2.0	0.4
O=C(O)c1ccccc1-c1ccccc1C(=O)NCc1cccc(C(F)(F)F)c1	0.0	0	-10	4	.	-0.5	-2.0	-0.3	-0.2
COc1ccc(S(=O)(=O)Nc2ccccc2C)cc1	-3.5	2	1	0	-0.4	3.7	-0.8	0.7	.

One compound at a time, as listed above:
`CC(=O)C1C(c2cccc(Oc3ccccc3)c2)NC(=O)NC1(O)C(F)(F)F` (stereo not drawn) reads Mtb UGM inh: -3.1; GDH-TPI inh: -1; Yp Topo-I inh: -2; Mtb FBA inh: 0; BioA inh: -1.4; Vc quorum ag: i; FadD28 binding: -3.4; PfHsp40 yeast: 2.3; TcdB GH inh: 0.9
`O=C1NCCN(Cc2ccc(Cl)c(F)c2)C1CC(=O)N1CCc2ccccc2C1` (stereo not drawn) reads Mtb UGM inh: 3.1; GDH-TPI inh: -2; Yp Topo-I inh: 13; Mtb FBA inh: 1; BioA inh: 1.2; Vc quorum ag: -0.2; FadD28 binding: -2.8; PfHsp40 yeast: -1.4; TcdB GH inh: 0.6

New compounds follow:
SMILES	Mtb UGM inh	GDH-TPI inh	Yp Topo-I inh	Mtb FBA inh	BioA inh	Vc quorum ag	FadD28 binding	PfHsp40 yeast	TcdB GH inh
CCc1ccccc1N(CC(=O)NC(C)(C)C)C(=O)CCC(=O)Nc1ccccn1	-2.6	1	6	-1	-0.4	i	-1.8	0.9	0.4
Cc1onc(-c2ccccc2)c1C(=O)N/N=C/c1c(F)cccc1Cl	-1.3	-4	3	0	0.8	0.2	-0.8	-1.1	0.8
O=c1cc(CN2CC=C(c3ccccc3)CC2)c2c(ccc3ccccc32)o1	1.5	13	-4	94*	.	i	-3.1	0.0	.
CCC(=NCc1ccco1)c1c(O)n(-c2ccccc2)c(=O)[nH]c1=O	1.3	-4	-2	0	-0.8	i	-3.0	0.0	.
C/C(Cc1ccccc1)=N\NC(=O)CNC(=O)COc1ccccc1	2.5	-4	14	0	.	-0.4	0.6	-1.0	0.5
COc1cc(NC(=O)COC(=O)CNS(=O)(=O)c2ccc(F)c(F)c2F)cc(OC)c1	0.0	5	-4	1	.	-0.2	-5.5	-0.5	0.3
COc1cc(/C=C/C(=O)OCC(=O)Nc2c(C)n(C)n(-c3ccccc3)c2=O)ccc1OCC#N	-1.3	20	-12	11	.	-0.3	-4.2	1.0	-0.3
CC1(C)NC(=O)N(CC(O)COc2ccc(-c3ccccc3)cc2)C1=O (stereo not drawn)	-1.0	2	-1	-1	-0.8	-0.3	-2.1	-0.3	.
O=C1c2ccccc2C(=O)N1Cc1ccc2c(c1)OCO2	0.3	10	0	2	1.0	-0.2	-1.5	0.3	.
O=C(O)CN1C(=O)CC(Cc2ccccc2)C1=O (stereo not drawn)	1.6	0	9	2	0.2	.	0.0	-1.5	.
CCOc1ccc2nc(NC(=O)c3ccoc3C)sc2c1	-0.5	-6	-24	1	-2.0	-0.1	-4.1	-4.5	.
O=C1CCCN1c1nccs1	3.4	3	2	-3	.	0.6	1.2	-0.8	0.1
O=c1c(-c2ccc(Cl)cc2)coc2c(CN3CCCCC3)c(O)ccc12	3.1	12	4	27*	-0.9	-0.8	-2.8	-0.2	1.0
COc1cccc(N2CC(=O)N(c3cccc(OC)c3)CC2=O)c1	2.8	3	-8	-2	.	0.0	-5.7	-0.5	0.6
O=C(CN1CCCC1)OCCCC1CCCCC1	0.9	0	1	0	.	-1.0	-4.6	-1.1	0.1
COCCOC(=O)C1=C(C)NC(=O)NC1c1ccc(-c2ccc(F)cc2)o1 (stereo not drawn)	-3.6	-3	-9	11	.	i	-1.6	0.1	-6.6
O=C(O)Cn1nnc2ccccc21	-2.9	1	6	3	-0.5	-0.4	-2.0	-0.2	2.8
COc1cc2c(c(OC)c1OC)-c1c(cc(OC)c(OC)c1OC)C[C@](C)(O)[C@@H](C)C2	-0.2	2	-18	-3	-1.2	i	-2.3	0.4	2.1
COc1cccc(-c2ccc3ncnc(NCc4cccc(C)c4)c3c2)c1	-3.3	-6	-9	3	-1.1	2.7	-6.5	0.5	0.4
CCc1nc2ccc(C(=O)Nc3ccc(C(N)=O)cc3)cn2c1N(C)CCC(C)C	.	12	6	-1	1.1	0.2	0.7	.	0.2
O=C(CCc1ccccc1)N=C1SC2CS(=O)(=O)CC2N1Cc1ccccc1 (stereo not drawn)	2.1	12	6	-1	.	i	-1.5	-0.5	-0.5
COc1oc(C(=O)NC2CCCCC2)c(-c2ccc(Cl)cc2)c1S(=O)(=O)c1ccccc1	.	6	41	0	.	-5.6	-5.1	-0.9	-0.5
COc1ccc([C@@H]2CC=C(C(=O)O)[C@H](c3ccc(Cl)cc3)N2S(=O)(=O)c2ccccc2C)cc1	2.7	-1	8	7	0.2	-0.6	-0.1	1.1	-2.6
O=C(Nc1ccc(NC(=O)c2ccco2)nc1)c1cccnc1	2.9	15	-8	4	2.1	i	-0.7	0.0	.
CCOC(=O)N1CCN(C(=O)c2cc3c(-c4ccc(Cl)cc4)nn(C)c3s2)CC1	3.4	7	7	0	1.0	-0.3	-2.3	2.1	-0.5
(list continues)
SMILES	Mtb UGM inh	GDH-TPI inh	Yp Topo-I inh	Mtb FBA inh	BioA inh	Vc quorum ag	FadD28 binding	PfHsp40 yeast	TcdB GH inh
C/C(=N/NC(=O)c1ccco1)c1cccnc1	-1.3	7	-6	4	.	-0.2	-1.5	-0.9	0.4
COc1ccccc1C(=O)OCC(=O)NCCNC(=O)COC(=O)c1ccccc1OC	-3.5	-5	-4	-2	-0.7	-0.2	-3.8	-0.7	-1.2
CC(C)Cn1c(-c2ccc(Br)cc2)c[nH]c1=S	-1.2	0	2	3	.	-0.5	-0.7	1.1	1.8
COc1ccc(S(=O)(=O)n2ccc(C)n2)cc1C	-0.9	11	4	3	-0.5	i	-1.8	-0.5	0.1
Cc1cc(CNC(=O)c2cccc3c2C(=O)c2ccc(-c4ccc(F)cc4OCc4ccccc4)cc2S3(=O)=O)c(C(F)(F)F)o1	2.7	11	-15	0	-1.3	i	-1.0	1.0	-0.6
CCOC(=O)c1nn(-c2ccc(C)cc2)c(=O)cc1OCC(=O)Nc1cccc(C)c1	.	6	18	-3	-0.5	i	-1.1	-0.2	5.9
O=C(Nc1cccc(C(=O)N2CCCCC2)c1)C1CC1	.	2	3	-2	-0.5	-0.6	-2.9	0.2	0.8
NC(=S)N/N=C/c1ccc2cccc(OCc3ccccc3)c2n1	-2.6	17	3	40*	-0.6	-0.4	-6.9	2.4	0.7
C/C(=N/NC(=O)c1nnn(-c2nonc2N)c1-c1ccccc1)c1ccncc1	-1.7	6	9	0	.	-0.3	-0.7	-1.4	2.6
O=[N+]([O-])c1ccccc1C=NN1CCCCCC1	.	-4	9	-1	.	i	-3.9	-0.8	0.4
CC12CC(c3ccccc3O1)N(C(=O)c1ccc(Br)o1)C(=O)N2c1ccccc1 (stereo not drawn)	0.4	-4	3	-4	-1.2	-0.6	-4.6	0.9	.
Cc1ccc(C(=O)OCC(=O)NCc2cccc(Cl)c2)cc1S(=O)(=O)N1CCCCC1	.	6	7	-3	-2.3	-0.6	-4.8	0.4	2.7
COc1ccc(-c2cc(C(=O)N3CCOCC3)no2)cc1OC	-0.4	5	-3	3	-1.6	-0.6	-1.3	0.3	.
C/C=C/c1ccc(OCCCNC(C)CC)c(OC)c1 (stereo not drawn)	1.2	2	-14	3	0.0	-0.9	0.4	1.2	.
